# CHRM1 PAM: potentiates human M1 receptor response to acetylcholine; P11229; CHO-K1 hM1, Fluo-8 calcium fluorescence, ACh EC20; 0% = ACh EC20, 100% = maximal ACh; activation, % at 3 µM; 360,000 tested, 0.088% active; AID 588819; in the data active means activation above about 19%, passing the limit was not always enough
# Target sequence (P11229 whole entry, looked up): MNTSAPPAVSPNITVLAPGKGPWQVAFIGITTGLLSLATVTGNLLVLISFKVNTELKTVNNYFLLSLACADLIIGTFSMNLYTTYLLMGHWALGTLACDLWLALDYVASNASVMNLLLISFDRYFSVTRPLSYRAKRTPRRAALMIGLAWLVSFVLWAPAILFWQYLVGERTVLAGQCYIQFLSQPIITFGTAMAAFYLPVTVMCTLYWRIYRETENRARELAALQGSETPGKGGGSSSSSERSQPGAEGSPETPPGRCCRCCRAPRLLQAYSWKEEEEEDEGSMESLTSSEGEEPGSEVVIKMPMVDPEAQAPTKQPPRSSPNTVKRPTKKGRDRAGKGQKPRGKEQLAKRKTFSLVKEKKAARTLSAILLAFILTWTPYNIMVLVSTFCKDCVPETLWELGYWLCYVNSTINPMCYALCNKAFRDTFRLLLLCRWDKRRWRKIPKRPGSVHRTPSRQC
# CRFBP-R2 agonist: agonists of human CRF-binding protein/CRF-R2 receptor complex. HEK293 CRF-R2/CRF-BP, calcium dye fluorescence (FLIPR); percent of saturating CRF peptide response. activation, % at 13.2 µM. 350,000 tested, 0.46% active;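 active means activation of at least 50%, plus an integration ratio under a set limit after plate pattern correction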;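 further: plate controls were neutral control wells without compound for no effect and CRF at EC100 for full effect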
# M5 antag: CHRM5 antagonism in calcium assay; P08912; CHO-hM5 cells, Fluo-8 calcium fluorescence, ACh EC80; inhibition, % at 3 µM; 360,000 tested, 0.59% active; AID 624040;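 active means inhibition above a per-plate cutoff, the mean of that plate's test compounds plus 3 SD, cut at about 27% in these data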;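 further: 0% = acetylcholine EC80 with DMSO and 100% = DMSO without agonist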
# Target sequence (P08912 whole entry, looked up): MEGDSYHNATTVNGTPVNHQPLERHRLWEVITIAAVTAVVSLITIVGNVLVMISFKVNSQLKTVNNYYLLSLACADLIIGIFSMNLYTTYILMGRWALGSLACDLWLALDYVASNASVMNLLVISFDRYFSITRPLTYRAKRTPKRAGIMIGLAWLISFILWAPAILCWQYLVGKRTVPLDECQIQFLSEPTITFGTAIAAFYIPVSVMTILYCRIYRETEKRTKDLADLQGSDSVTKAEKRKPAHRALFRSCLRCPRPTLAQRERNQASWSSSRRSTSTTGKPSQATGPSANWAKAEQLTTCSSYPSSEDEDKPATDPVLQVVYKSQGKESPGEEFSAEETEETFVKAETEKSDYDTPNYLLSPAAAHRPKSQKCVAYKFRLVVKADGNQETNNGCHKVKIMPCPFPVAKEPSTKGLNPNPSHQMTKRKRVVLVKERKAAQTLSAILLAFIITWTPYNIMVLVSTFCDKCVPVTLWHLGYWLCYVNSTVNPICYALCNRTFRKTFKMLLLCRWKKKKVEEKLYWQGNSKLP
# CHRM1 antagonist: antagonists of human M1 muscarinic receptor; P11229; CHO-K1 hM1, Fluo-8 calcium fluorescence, ACh EC80 antagonist; inhibition, % at 3 µM; 360,000 tested, 1.3% active; AID 588852;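 active means percent inhibition above its own plate's cutoff, namely the mean of that plate's compound wells plus 3 SD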;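 further: peak over basal fluorescence ratio during 140 s after agonist addition; 0% = ACh EC80 plus DMSO and 100% = DMSO alone without agonist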
# CHRM4 PAM: positive allosteric modulators of human muscarinic M4 receptor. P08173. CHO-K1 hM4/Gqi5, Fluo-8 calcium fluorescence, ACh EC20; 0% = ACh EC20, 100% = maximal ACh. activation, % at 3 µM. 360,000 tested, 0.4% active;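 active means activation above its plate's cutoff, the mean activation of sample wells plus 3 SD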; further: some results filed as inactive read as strong as hits
# M4 ag: agonists of human muscarinic M4 receptor (CHRM4); P08173; activation, % at 3 µM; CHO-K1 hM4/Gqi5, Fluo-8 calcium fluorescence; vehicle 0%, full acetylcholine response 100%; 360,000 tested, 0.14% active;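 active means activation above the run mean over all test wells plus 3 SD, cut at about 32% in these data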;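 further: peak over basal fluorescence ratio per well then scaled between controls; 0% = DMSO wells and 100% = acetylcholine at EC100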
# CHRM5 PAM: CHRM5 positive allosteric modulation | AID 624038 | 360,000 tested, 0.3% active | CHO-K1 hM5, Fluo-8 calcium, ACh EC20 PAM; 0% = ACh EC20, 100% = ACh EC100 | activation, % at 3 µM;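 active means activation above the run cutoff, the mean activation of all test compounds plus 3 SD, cut at about 18% in these data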
#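 System – CHO-K1 hM5 cells · Compound – 3 µM, single dose · Incubation – compound preincubation 140 s before EC20 acetylcholine addition · Technique – Fluo-8 calcium fluorescence · Measure – Max/basal fluorescence ratio as % of EC20–EC100 ACh window · Benchmarks – low control EC20 acetylcholine (0%), high control EC100 acetylcholine (100%) · Replication – singlicate, one well per test compound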
# M4 antag: CHRM4 antagonism in calcium assay | CHO-hM4 cells, ACh EC80, Fluo-8 calcium fluorescence | inhibition, % at 3 µM | 360,000 tested, 0.73% active;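 active means inhibition above its plate's cutoff, the mean inhibition of sample wells plus 3 SD, cut at about 27% in these data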;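 further: 0% = acetylcholine EC80 with DMSO and 100% = DMSO without agonist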
# CHRM5 agonist: agonists of human muscarinic M5 receptor (CHRM5); activation, % at 3 µM; AID 624037; P08912; 360,000 tested, 0.19% active; CHO-K1 hM5 cells, Fluo-8 calcium fluorescence; 0% DMSO wells, 100% maximal acetylcholine response;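 active means activation above the run's mean over test compounds plus 3 SD, cut at about 23% in these data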;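 further: signal is peak over basal fluorescence ratio across the kinetic read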
# Active calls of the source: *; nt = no result given.
item	molecule	CHRM1 PAM	CRFBP-R2 agonist	M5 antag	CHRM1 antagonist	CHRM4 PAM	M4 ag	CHRM5 PAM	M4 antag	CHRM5 agonist
1	CC(C)C1=Nc2cccc3cccc(c23)N1	11.5	-4.3	1.0	-23.8	-1.6	1.3	-7.8	-0.1	-1.2
2	CC1(C(=O)N/N=C/c2ccc3c(c2)OCO3)CC1(Br)Br (stereo unspecified)	-1.2	-2.3	-7.3	5.0	0.8	5.5	-5.1	-19.3	0.2
3	C/C=C/c1ccc(OCCCCOc2ccccc2F)c(OC)c1	4.2	-0.2	3.9	-2.4	-1.0	-0.4	1.9	6.0	-1.3
4	CCCN1CCN(C2CCCCC2NS(=O)(=O)c2ccc(Cl)cc2)CC1 (stereo unspecified)	-5.5	6.9	9.0	10.4	-8.8	0.3	-2.4	13.4	-7.6
5	Cc1cc(Cl)ccc1OC(C)C(=O)NCCCCc1ccccc1 (stereo unspecified)	-1.3	-1.8	-1.9	2.9	5.0	-0.2	-1.4	-9.9	-4.9
6	COc1ccc(C2=Cc3ccccc3C(CC(=O)C3CC3)N2c2ccc(C#CCCO)cc2)cc1 (stereo unspecified)	nt	nt	2.9	nt	-3.5	1.7	1.4	0.1	4.4
7	COc1ccnc(Oc2ccc(F)cc2)c1-c1ncn[nH]1	7.8	0.2	-0.1	-10.7	7.7	1.4	4.5	4.4	-3.0
8	O=C1CCc2cc(S(=O)(=O)N3CCC(C(=O)NC4CCCCCCC4)CC3)ccc2N1	4.0	0.1	-1.6	-14.8	10.1	0.6	-4.6	-1.9	1.9
9	CC1=NC(C)(C)Cc2ccccc21	7.0	-0.1	6.9	-7.6	-1.8	0.8	-5.7	-0.7	-3.0
10	Cc1cc(C)c(NC(=O)CSc2nnc(SCC(=O)Nc3c(C)cc(C)cc3C)n2N)c(C)c1	5.5	-2.0	5.5	-9.6	6.0	0.7	-7.9	3.9	-3.9
11	COC(=O)C[C@@H]1C=C[C@H](NC(=O)c2ccccc2)[C@@H](CO)O1	nt	nt	5.6	nt	0.7	0.5	-1.1	0.0	0.0
12	CCCOc1ccc(-c2nc(C#N)c(N3CCN(CC)CC3)o2)cc1	6.6	0.1	8.1	-17.0	-2.2	1.4	-10.9	-13.4	-5.0
13	C[C@H]1CN([C@@H](C)CO)C(=O)CCCn2nncc2CO[C@H]1CN(C)S(C)(=O)=O	11.5	0.7	-0.9	-19.4	10.8	0.6	1.3	-4.5	-0.2
14	COc1cc([N+](=O)[O-])ccc1NC(=O)C1CCCN(S(C)(=O)=O)C1 (stereo unspecified)	7.3	0.0	13.5	2.4	4.9	0.9	9.2	-3.3	-1.8
15	Cc1nn(C)c(C)c1S(=O)(=O)N1CCC(C(=O)Nc2ccc3c(c2)OCCO3)CC1	-4.4	-0.7	3.1	3.8	-7.6	1.3	-6.2	2.5	-5.2
16	CCOC(=O)c1sc(NC(=O)CN2C(=O)NC3(CCC(C)CC3)C2=O)c(C(=O)OCC)c1C (stereo unspecified)	9.7	-1.2	4.7	-7.1	9.2	0.7	-0.6	-5.7	1.4
17	CC1(C(=O)NS(C)(=O)=O)CCN1C(=O)C/C=C/c1ccccc1 (stereo unspecified)	-0.1	nt	1.1	-1.1	-1.4	0.4	-6.2	-23.4	-1.4
18	Cc1ccc(-c2csc(C(C#N)=C3CCCC3)n2)cc1	0.6	1.4	-1.3	0.3	10.6	-1.2	-6.6	2.1	-0.1
19	CC(C(=O)Nc1cccc(C#N)c1)N(C)CCOc1ccccc1 (stereo unspecified)	-7.0	-1.4	13.0	10.7	-10.6	-0.4	-4.5	4.0	-6.8
20	Cc1nc(C)c(C(=O)Nc2cccc(C)c2C)o1	12.2	0.1	0.9	-13.0	6.4	0.5	3.0	-8.2	1.4
21	Cc1ccc(S(=O)(=O)N(C)CC(=O)Nc2cccc3c2CCCC3)cc1	1.6	-1.9	-0.1	-2.0	2.3	-0.4	-4.3	-3.2	-4.4
22	Cc1ccccc1OCCNc1cc(N2CCCCC2)ccc1[N+](=O)[O-]	-2.1	-0.1	-3.8	-5.3	-9.8	-0.4	-10.0	21.8	-4.0
23	Cc1ccccc1NC(=S)NNC(=O)c1ccncc1	-10.4	-1.3	4.7	5.5	-3.0	0.9	3.9	8.1	-2.4
24	COc1ccc(CC(NC(C)=O)C(=O)NC2CCN(C(=O)C3CC3)CC2)cc1OC (stereo unspecified)	0.7	0.4	10.0	-2.4	-4.1	0.7	-1.9	-15.3	-1.7
25	CCn1c(=S)sc2c(=O)n(CC(=O)Nc3cccc(OC)c3)c(C)nc21	9.4	1.3	5.7	-18.1	14.7	0.5	-2.3	-12.2	-3.1
26	CSc1nc(N2CCCC2)c2c(c1C#N)CC(C)(C)OC2	-2.1	0.8	4.0	13.2	-1.9	0.1	-2.5	-3.4	0.0
27	O=C(c1ccccc1F)N1CCCC(c2ccccc2)C1 (stereo unspecified)	1.7	0.1	-2.0	0.2	5.2	-0.2	-2.0	-14.1	-2.5
28	Cc1cc(SCC(=O)c2cccs2)nc2ccccc12	6.2	8.8	-1.6	-12.0	-0.8	-1.0	-5.6	-3.2	-6.2
29	C=CCn1c(SCC(=O)N2CCCCC2)nc(O)cc1=O	14.1	2.3	2.2	-24.7	7.8	0.6	4.2	-7.3	0.2
30	Cn1c(Oc2ccncc2)nc2cc(-c3ccsc3)sc2c1=O	7.4	nt	-0.9	-10.9	8.8	1.3	-0.7	-8.9	0.2
31	CCOc1ccc(N2C(=O)CC(Sc3nc(-c4cccs4)cc(C(F)(F)F)c3C#N)C2=O)cc1 (stereo unspecified)	12.4	-0.8	-7.7	-9.4	10.4	0.5	6.7	-3.5	1.7
32	CC(C)CC(NS(=O)(=O)c1ccccc1S(=O)(=O)NC(CC(C)C)C(=O)O)C(=O)O (stereo unspecified)	0.7	-0.1	0.4	0.0	5.2	1.1	6.4	-0.1	4.3
33	COc1ccc(-c2ccc(=O)n(Cc3cccc([N+](=O)[O-])c3)n2)cc1	-6.0	-0.8	-2.4	11.7	-13.1	8.4	-5.9	9.8	1.1
34	Clc1ccccc1-c1nnc(-c2cccnc2)o1	17.3	-0.4	4.0	-16.8	1.6	2.5	3.1	-1.5	3.6
35	C=CCn1c(SCC(=O)Nc2cc(C)cc(C)c2)nnc1-c1cnccn1	-3.0	-4.0	-1.3	6.6	-13.3	0.1	-3.8	21.2	-4.5
36	CNC(=O)N(O)C1N(/N=C/c2cccnc2)C(=S)SC1(C)C (stereo unspecified)	3.0	-1.1	-10.7	7.8	1.1	0.7	1.7	-2.7	2.4
37	O=C(NCc1ccco1)C1CCN(S(=O)(=O)N2CCOCC2)CC1	1.8	-1.9	-8.1	3.6	1.3	2.5	4.8	4.0	1.9
38	CC(=O)OCC(=O)Nc1ccccc1OC(F)F	7.8	0.7	7.6	-7.2	8.4	0.9	0.4	-3.5	1.5
39	Fc1cc(Br)ccc1NC(=S)NCCc1ccccc1	-17.4	1.2	3.6	19.9	-8.4	11.0	-19.4	3.0	-1.6
40	CSC1=NCCN1C(=O)c1ccco1	5.2	-0.5	-4.0	-4.7	3.0	1.1	-0.2	-10.6	2.2
41	CC(C(=O)Nc1nc(-c2ccc(F)c(F)c2)cs1)N1C(=O)C2CC=CCC2C1=O (stereo unspecified)	-17.3	-0.1	23.4	30.7*	-12.1	30.2	-35.9	20.4	0.2
42	CC(=O)N1c2ccc(S(=O)(=O)NCC3CCC(C(=O)Nc4ncccc4C)CC3)cc2CC1C (stereo unspecified)	4.1	-0.7	7.9	-9.6	-2.3	-1.2	1.5	-6.7	-3.5
43	CN(c1ccccc1)S(=O)(=O)c1cc(C(=O)N2CCN(c3ncccn3)CC2)ccc1Cl	1.9	-4.3	6.0	-2.2	-5.2	17.4	-21.6	-2.0	4.6
44	COc1ccc(CN(C)C(=O)CCN=C2NS(=O)(=O)c3ccccc32)c(OC)c1	5.8	-0.1	5.6	-9.1	4.2	3.4	0.0	-5.6	4.7
45	Cc1nn(CC(=O)NC2(C)CCS(=O)(=O)C2)c(C)c1S(=O)(=O)N(C)C (stereo unspecified)	-8.0	0.2	11.7	17.4	1.8	0.2	-4.3	-5.6	1.8
46	CC(=O)Nc1ccc(NC(=O)CSc2nccn2Cc2ccccc2)cc1	2.6	5.0	-0.9	-7.9	1.1	4.7	-5.0	-9.6	1.8
47	NS(=O)(=O)c1cnccc1Nc1cccc(Br)c1	7.2	-3.3	-0.6	-9.8	2.4	5.6	9.7	-6.6	4.7
48	CCOC(=O)c1c(S(=O)(=O)NCC(=O)Nc2ccc(OC)cc2)c(C)n(C)c1C	3.7	0.4	-5.1	3.9	2.8	0.4	2.0	3.8	-3.5

# Entries of single compounds as entered above. Order of values: CHRM1 PAM	CRFBP-R2 agonist	M5 antag	CHRM1 antagonist	CHRM4 PAM	M4 ag	CHRM5 PAM	M4 antag	CHRM5 agonist
# CSC1=NCCN1C(=O)c1ccco1 in the list: 5.2	-0.5	-4.0	-4.7	3.0	1.1	-0.2	-10.6	2.2
# O=C1CCc2cc(S(=O)(=O)N3CCC(C(=O)NC4CCCCCCC4)CC3)ccc2N1 in the list: 4.0	0.1	-1.6	-14.8	10.1	0.6	-4.6	-1.9	1.9

# Following part.
item	molecule	CHRM1 PAM	CRFBP-R2 agonist	M5 antag	CHRM1 antagonist	CHRM4 PAM	M4 ag	CHRM5 PAM	M4 antag	CHRM5 agonist
49	CN(C)c1ccc(/C=N\NC(=O)c2csnn2)cc1	4.4	-1.5	1.0	-13.3	7.5	1.3	5.3	-8.2	-2.3
50	Cc1nc(C)c(-c2csc(NCCc3ccccc3)n2)s1	-8.4	-0.3	2.0	-6.9	-6.4	7.3	-15.4	-5.7	-4.2
51	O=C(N/N=C/c1cccc(OC(=O)c2ccc3c(c2)OCO3)c1)c1cncc(Br)c1	3.4	-0.5	-4.3	0.3	3.5	0.0	3.4	1.9	0.7
52	CC(C)OC(=O)CSc1nnnn1-c1ccc2c(c1)OCCO2	-7.9	-0.6	12.3	17.2	-10.8	0.0	-3.7	11.1	-0.9
53	O=C(NC(=S)Nc1ccccc1N1CCN(C(=O)c2ccccc2)CC1)c1cccs1	4.5	-0.4	8.8	-6.2	-10.6	7.7	-3.4	-2.5	1.7
54	O=C(CCCOC(=O)c1ccc(O)cc1)c1ccccc1	1.1	1.3	7.5	1.6	3.6	7.6	2.9	-1.4	4.2
55	O=C(Nc1ccc(F)cc1)Nc1cccc(Br)c1	-14.8	9.4	21.4	34.3	-8.6	15.2	-18.9	2.8	7.2
56	C=CCc1c(C)nc(-c2ccccc2)nc1Nc1ccc(O)cc1	8.4	-2.2	-1.8	-10.9	3.1	-0.1	0.1	1.6	0.8
57	CCOC(=O)c1c(-c2ccccc2)csc1N1C(=O)Nc2ccccc2N1O	-2.6	2.0	18.0	1.2	2.6	0.1	-4.9	-6.9	-2.4
58	CCOC(=O)/C(N=Nc1ccc(C(=O)O)cc1[N+](=O)[O-])=C(\C)O	6.8	0.1	4.6	-3.8	-4.9	0.5	-0.9	1.9	-1.9
59	CCn1c(/C=C/Nc2ccccc2)[n+](CC)c2ccc(Cl)cc21	0.3	3.9	5.7	-6.6	-1.6	-0.2	-1.2	-2.9	-1.2
60	Cc1occc1C(=O)NNC(=S)NC(=O)COc1ccc(Cl)cc1Cl	14.9	229.5*	-9.0	-12.5	12.1	1.2	4.8	-7.4	-4.1
61	O=C(NCCCCc1ccccc1)Nc1ccc(F)cc1F	11.6	-2.0	-5.2	-14.2	-2.6	1.3	3.0	10.2	-2.5

# High-throughput results (PubChem)
